# AT treatment – potential ataxia-telangiectasia treatments restoring KAP-1 phosphorylation. […] A-T fibroblasts, KAP-1 phosphorylation AlphaLISA; neocarzinostatin DNA damage 30 min before lysis. Potency, µM (titrated, usually from 57.5 µM), for the others: at the top dose activation, actives largely listed as activators. hit rate 0.19% among 320,000; note: potency is the fitted concentration of half-maximal effect; % of control where 0% means no effect; nearly all actives have a fitted effect of over 45% in size
#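 hTERT-immortalized A-T patient fibroblasts ([…]), 500 cells/well in OPTI-MEM, 1% FBS, got compounds for 60 min, then NCS for 30 min at 37C. Lysates were then assayed for phospho-KAP-1 by AlphaLISA (anti-pKAP1 donor, anti-KAP1 acceptor beads), 6 hr at 25C.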
# Tb PFK block – T. brucei PFK enzyme inhibition; T. brucei PFK, ADP-Glo luminescence; Potency, µM (top dose mostly 57.5 µM), for inactives: at the top dose activity, negative = inhibition, actives largely listed as inhibitors; hit rate 0.17% among 330,000; AID 485367;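 note: potency is the fitted concentration of half-maximal effect; 0% = uninhibited 1x PFK enzyme wells and -100% = no-enzyme wells; nearly all actives have a fitted effect of over 60% in size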
#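 PFK 1.25 nM, F6P 0.5 mM, ATP 0.1 mM, 0.1 M TEA pH 8.0, 5 mM MgCl2, 0.01% Tween20, 0.1% BSA; 45 min RT. ADP-Glo readout. qHTS titration up to 57 uM; curves fitted, compounds curve-classed.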
# TCR activator – T cell receptor activation | primary human leukocytes, anti-CD3, IL-2 HTRF, 48 h | AID 504894 | Potency, µM (doses to about 9.22 µM), for the others: top-dose activation of IL-2 secretion, most hits filed as activators | 330,000 tested, under 10 active; note: % of control where 0% means no effect
#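 Human primary leukocytes + a-CD3 beads + cpd, 48 hr; IL-2 in supernatant by HTRF (ex 320nm / em 665nm). No co-stimulatory signal supplied.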
# Coupling enz – counter-screen for Giardia aldolase inhibitors: coupling enzyme system. activity change, negative = inhibition, % at 58.2 µM, hits read low. coupling enzyme system counterscreen, AmpLite Red fluorescence. hit rate 0.67% among 290,000; in the data active = activity change below about -30%; note: % is set by controls: 0 for no effect and ±100 for the full control effect
#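 Counterscreen lacking aldolase: glyceraldehyde-3-phosphate coupling-enzyme reagent preincubated 10 min at RT with compound (at 57.5 uM final), then substrate/coupling system with AmpLite Red added; fluorescence read at 525/598 nm after 20 min RT.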
# TSHR antag – human thyrotropin receptor antagonism. P16473. TSHR-expressing cells, TSH-stimulated cAMP HTRF, 2 h; active compounds read low. activity change, negative = inhibition, % at 11.5 µM. hit rate 0.2% among 330,000;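 active = activity change below a set negative limit, meaning inhibition stronger than a set level, cut at about -70% in these data; inconclusive = activity change between two set negative limits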; note: % is set by controls: 0 for no effect and ±100 for the full control effect
# Target sequence (P16473 whole entry, looked up): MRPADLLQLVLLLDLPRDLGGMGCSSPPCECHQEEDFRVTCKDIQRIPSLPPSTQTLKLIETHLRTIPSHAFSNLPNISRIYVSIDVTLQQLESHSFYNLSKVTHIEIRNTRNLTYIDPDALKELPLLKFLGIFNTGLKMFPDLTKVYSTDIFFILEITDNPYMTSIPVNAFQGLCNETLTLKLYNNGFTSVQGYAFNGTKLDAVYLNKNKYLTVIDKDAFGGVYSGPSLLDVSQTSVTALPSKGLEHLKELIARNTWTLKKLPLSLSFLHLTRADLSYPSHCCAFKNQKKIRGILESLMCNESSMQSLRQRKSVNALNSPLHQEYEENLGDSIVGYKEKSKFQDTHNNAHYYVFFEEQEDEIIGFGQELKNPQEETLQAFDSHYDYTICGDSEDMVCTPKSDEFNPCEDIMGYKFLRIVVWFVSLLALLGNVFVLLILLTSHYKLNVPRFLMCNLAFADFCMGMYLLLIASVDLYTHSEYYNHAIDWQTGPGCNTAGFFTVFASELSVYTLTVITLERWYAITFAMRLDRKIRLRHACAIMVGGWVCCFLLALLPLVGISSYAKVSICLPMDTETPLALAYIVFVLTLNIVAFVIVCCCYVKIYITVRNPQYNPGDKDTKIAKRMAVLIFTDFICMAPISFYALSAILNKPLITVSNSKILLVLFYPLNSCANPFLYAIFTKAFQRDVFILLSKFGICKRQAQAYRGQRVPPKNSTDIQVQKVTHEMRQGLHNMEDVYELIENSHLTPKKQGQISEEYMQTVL
#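 Freshly harvested TSHR cells receive pin-tooled compound, then EC80 TSH at 4nM final. After 2 hours at 37 deg C, antibody in lysis buffer and cAMP-d2 are added; 30 minutes at ambient temperature precede the HTRF read.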
# BCR signal inh – chronic active BCR signaling inhibition; AID 493014; hit rate 0.05% among 340,000; ABC-DLBCL IkBa-CBG/CBR reporter, luminescence ratio, 4 h; Potency, µM (highest dose often 46.1 µM), for the others: top-dose ratio change, negative = lower green/red ratio, usual class: inhibitors; active = well fitted inhibition curve with a large enough effect in the signal ratio, with a control signal flat, not every such curve was filed as active; inconclusive = small, poorly fitted or top-dose-only effect, or effect the other way, or a change in a side signal; the % refers to the signal ratio;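 note: potency is the fitted concentration of half-maximal effect; plate controls were basal doxycycline-induced cells for no effect and cells given 10 µM MG132 for full effect; MG132 reads +100%, hits lower the ratio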
#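 TMD8 human ABC-DLBCL cells with doxycycline-inducible IκBα–green luciferase fusion and unfused red luciferase, in 0.5% FBS medium; compounds up to 46 uM, 4 h at 37C. Green/red luminescence ratio, filter-overlap corrected, fitted to concentration-response curves.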
# CXXC DNA block – blocks binding of human MLL CXXC domain to DNA | MLL-CXXC / FITC-HOXA9 DNA fluorescence polarization | AID 2662 | Q03164 | hit rate 0.037% among 290,000 | Potency, µM (top dose mostly 115 µM), for inactives: top-dose activity change, negative = inhibition, usual class: inhibitors; active = well fitted inhibition curve with a large enough effect in the polarisation, with a control signal flat, not every such curve was filed as active; inconclusive = small, poorly fitted or top-dose-only effect, or effect the other way, or a change in a side signal; inactive = no such curve, though single readings can be large or run the other way; the % refers to the polarisation; note: potency is the fitted concentration of half-maximal effect
#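 Fluorescence polarization: 7 uM MLL-CXXC (stock) preincubated 5 min with compounds, then 50 nM fluorescein-HOX-A9 DNA (stock) added; 30 min ambient. Buffer 50 mM Tris-HCl pH 7.5, 50 mM NaCl, 1 mM DTT, 0.05% BSA.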
# GALK inhibitor – blocks human galactokinase activity | Purified GALK, Kinase-Glo residual ATP luminescence | AID 1868 | Potency, µM (titrated, usually from 57.5 µM), without a hit: at the top dose activity change, negative = inhibition, usual class: inhibitors | P51570 | hit rate 0.007% among 270,000; note: potency is the fitted concentration of half-maximal effect; % is set by controls: 0 for no effect and ±100 for the full control effect
#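 GALK at 5 nM final was combined with compound, 35 uM ATP and 100 uM galactose in HEPES pH8.0 with MgCl2 and DTT. The reaction ran one hour at room temperature before luminescent ATP detection.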
# KCNH2 WT inh – inhibitors of human wildtype KCNH2 potassium channel. Q12809. U2OS, BacMam KCNH2, thallium flux FluxOr; active compounds read low. activity change, % at 1.84 µM. hit rate 0.37% among 340,000. AID 720551;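 active = maximum activity change below -70%; inconclusive = maximum activity change between -70% and -50%; inactive = maximum activity change above -50%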; note: % is set by controls: 0 for no effect and ±100 for the full control effect
#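 U2OS cells were transduced with wild-type KCNH2 virus (2.03 x 10^8 / mL) for 4 h at room temperature, then cultured overnight at 37 C. Thallium flux was read with FluxOr dye. Rate constants were normalized to DMSO controls.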
# Giardia killer – kills Giardia lamblia | Giardia lamblia trophozoite viability | activity change, % at 7.66 µM, hits read low | hit rate 0.15% among 340,000 | AID 540267; in the data active = activity change below about -80%; inconclusive = between about -30% and that limit;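 note: parasites exposed to compound for two days anaerobically before the ATP read; % is set by controls: 0 for no effect and ±100 for the full control effect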
#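 Trophozoites 100 cells/well + cpd; 48 hrs, 37 deg C, anaerobic. ATPLite 1-Step added, 15-30 min RT, luminescence read (ATP-based viability).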
# The depositor's hits bear a star; i = inactive; ? = inconclusive; . = not tested or not shown; & = joins results of further samples; [ ] = dose if it differs, or a comment. Unless noted, calls come from the whole dose curve; as a rule, active = well fitted curve in the direction sought with a large enough effect; inconclusive = small, poorly fitted or top-dose-only effect, or another doubt; inactive = no such curve, though single readings can be large; an effect the other way counts as inactive or inconclusive.
# Screens in order – TCR activator	Giardia killer	AT treatment	Tb PFK block	KCNH2 WT inh	TSHR antag	BCR signal inh	GALK inhibitor	CXXC DNA block	Coupling enz
- Cc1c(C(=O)OCC(=O)Nc2cccc(S(N)(=O)=O)c2)oc2c1ccc1ccccc12
 : 4%	3	-9%	6%	-2	-11	?	3%	10%	-2
- COc1ccc(OC)c(N)c1
 : -11%	6	2%	-4%	1	-1	-3%	1%	1%	-20
- CC(OC(=O)/C=C/c1ccccc1)C(=O)NC1CCCCC1C (stereo not drawn)
 : 4%	-1	-4%	-2%	1	-4	6%	.	.	.
- CCCN(CCC)CCN1C(=O)C2C(C(=O)Nc3ccc(C)cc3)C3C=CC2(O3)C1C(=O)NC1CCCCC1 (stereo not drawn)
 : -6%	-16	-3%	-3%	18	8	-16%	0%	-6%	0
- CCN(CC)c1ccc(N)cc1S(=O)(=O)Nc1ccccc1OC
 : 1%	-3	15%	?	11	-3	-2%	-1%	-8%	-5
- CNc1nccc(-c2ccc(Cl)cc2)c1C#N
 : 7%	-8	-2%	-4%	-2	10	-11%	8%	18%	1
- Cc1ccc2c(c1)C(=O)C(=O)N2c1ccc(Cl)cc1
 : 11%	17	-3%	-2%	0	2	-1%	.	.	.
- CCN(CC)CCNC(=O)c1sc2ncn(CC(=O)Nc3ccc(C)c(Cl)c3)c(=O)c2c1C
 : 2%	8	-2%	-7%	4	0	?	-1%	19%	1
- CC(=O)Nc1c(C)nn(-c2ccc([N+](=O)[O-])cc2)c1C
 : -4%	8	3%	-1%	0	-26	?	-1%	-11%	-3
- COc1cc2c(cc1OC)CN(CC(=O)Nc1ccccc1SC)CC2
 : 0%	9	-1%	-3%	1	1	1%	0%	5%	2
- O=C(NCc1cccnc1)c1cccc(S(=O)(=O)N2CCCCC2)c1
 : .	2	9%	2%	3	5	-4%	3%	-5%	2
- COc1ccc(N2CCN(C(=O)c3ccc4ccccc4n3)CC2)cc1
 : -4%	-18	5%	9%	-6	-12	-6%	0%	-2%	6
- CCOC(=O)C1=C(COC(=O)c2ccc(Cl)cc2[N+](=O)[O-])NC(=O)NC1C (stereo not drawn)
 : -8%	28	2%	0%	-9	-3	2%	.	.	.
- COc1cccc(C=NCCNC(=O)c2nonc2N)c1O
 : -9%	4	-1%	-2%	4	-5	0%	-1%	-14%	-4
- Cc1ccc(S(=O)(=O)Oc2ccc(/C=C3\N=C(c4cccc(C)c4)OC3=O)cc2)cc1
 : 3%	11	-5%	3%	-5	15	1%	-4%	-2%	5
- CCN1C(=O)C(CC(=O)Nc2c(C)cccc2C)SC1=Nc1ccc(S(N)(=O)=O)cc1 (stereo not drawn)
 : 3%[46.1 µM]	6	-1%	-11%	-5	-9	-5%	-5%	-3%	6
- COc1ccc(CNC(=O)CC2(CC(=O)O)CCCCC2)cc1
 : 1%	7	-1%	14%	-7	5	1%	.	-4%	2
- O=C(Cn1c(=O)oc2cc(S(=O)(=O)N3CCCCCC3)ccc21)NC1CCCCCCC1
 : -1%	6	-9%	-2%	4	-3	0%	1%	1%	0
- Cc1ccc(O)c(NC(=O)c2ccc3c(c2)C(=O)N(Cc2ccco2)C3=O)c1
 : 4%	-5	9%	-3%	4	16	?	-3%	-3%	.
- NS(=O)(=O)c1ccc(Nc2nc(-c3ccccc3)cs2)cc1
 : -1%	3	.	0%	1	-21	?	0%	6%	-3
- C[N+](C)(CCCCCC[N+](C)(C)CCCN1C(=O)c2cccc3cccc(c23)C1=O)CCCN1C(=O)c2cccc3cccc(c23)C1=O
 : -12%	74[activator]	10%	-2%	5	-16&3	5%	.	?	.
- Cc1nc2c(-c3ccc(Cl)cc3)cnn2c2c1CCC2
 : 3%	-11	-6%	-1%	1	-1	9%	0%	2%	-1
- CN(Cc1ccccc1)C(=O)C1CCC(CNS(=O)(=O)c2cccc3cccnc23)CC1 (stereo not drawn)
 : 9%	15	-1%	2%	5	-7	.	-3%	-4%	-1
- COc1ccc(-n2c(-c3ccco3)nc3c(cnn3-c3ccccc3C)c2=O)cc1
 : 3%	7	-11%	4%	-7	-4	-9%	-3%	1%	-3
- CCOc1ccc(-n2c(Cc3cc(=O)[nH]c(=O)[nH]3)nnc2SCc2cccnc2)cc1
 : .	.	15%	5%	.	-9	1%	2%	11%	6
- CCN1CCN(c2nc3c(C)cccn3c(=O)c2/C=C(\C#N)S(=O)(=O)c2ccc(Cl)cc2)CC1
 : -3%	0	-12%	0%	-14	2	0%	-2%	18%	0
- Cc1nc2ccccn2c1C(=O)NNC(=S)Nc1ccccc1
 : -2%	12	-7%	-2%	1	-1	?	5%	-6%	5
- Cc1ccc(/C=c2/sc3nnc(-c4ccccc4Cl)n3c2=O)o1
 : -2%	-9	1%	?	0	0	-8%	6%	9%	-9
- C=CCOC(=O)C1=C(C)NC(SCC(N)=O)=C(C#N)C1c1ccc(C)cc1 (stereo not drawn)
 : 2%	22	-2%	3%	0	-9	?	-6%	-7%	0
- CC(C)(Oc1ccc(Cl)cc1)C(=O)Nc1ccc2oc(=O)ccc2c1
 : -1%	-2	2%	-1%	-3	-12	5%	-4%	2%	-2
- O=C(CCNC(=O)c1ccc(Cl)cc1)NCc1ccccc1Cl
 : .	22	5%	-10%	11	-4	2%	.	.	.
- O=C(NNc1c2ccccc2nc2ccccc12)c1ccc(Cl)cc1
 : -2%	9	-3%	-13%	-2	-8	4%	.	25%	-2
- CCc1ccccc1NC(=O)c1ccc(S(=O)(=O)NCC2CCCO2)cc1 (stereo not drawn)
 : 12%	15	29%	-2%	1	-10	2%	-1%	1%	1
- COc1ccc(CN2CCN(C(=O)c3cccc4ccccc34)CC2)c(OC)c1OC
 : .	10	-6%	3%	0	9	?	.	-8%	-1
- CCOc1ccc(N(CC(=O)OC)S(=O)(=O)c2ccc(OC)c(OC)c2)cc1
 : 1%	-7	11%	-7%	34	-4	-13%	2%	2%	-1
- COc1ccc(C(=O)N/C(=C/c2cccs2)C(=O)NN)cc1OC
 : -6%	7	-1%	-12%	0	2	-7%	2%	-8%	7
- O=C(COC(=O)Cn1nnc2ccccc21)NC1CCCC1
 : 5%	-12	-1%	4%	0	-10	?	-3%	-2%	0
- COc1ccccc1NC(=O)c1cnc(SCC(=O)NCCc2ccccc2)n(C)c1=O
 : -4%	11	6%	-2%	-7	-11	3%	.	.	.
- Cc1occc1-c1nnc(SCC(=O)NCC2CCCO2)n1C (stereo not drawn)
 : -2%	-22	-9%	16%	3	0	3%	-4%	5%	0
- O=c1c2ccccc2ncn1CCOCCOc1cccc(Br)c1
 : -7%[46.1 µM]	-15	0%	-5%	-4	5	-8%	1%	0%	-14
- C[C@@H]1CN([C@@H](C)CO)C(=O)c2cccc(NC(=O)C3CCCCC3)c2O[C@@H]1CN(C)Cc1ccc(Cl)c(Cl)c1
 : 5%	6	0%	8%	-2	-3	?	.	.	.
- CCOC(=O)c1c(C)sc2c1N(C(=O)CN1CCOCC1)c1cc(Cl)ccc1S2
 : -1%	4	.	-11%	6	-2	1%	-2%	-12%	-2
- CC(C)(C)C1CCC(OCC(O)CN2CCN(c3ccccc3)CC2)CC1 (stereo not drawn)
 : -3%	-1	3%	-1%[0.46 µM]	30	-5	0%	0%	-1%	3
- NS(=O)(=O)c1ccc(N/C=C/C(=O)c2ccc(Br)cc2)cc1
 : 8%[46.1 µM]	0	5%	0%	-21	17	0%	2%	4%	-2
- COc1ccc(C[C@H]2CN3C(=NC[C@@H]3C)N2CCNC(=O)CCC2CCCCC2)cc1
 : -4%	-7	-7%	-7%	?	4	-2%	1%	-5%	2
- C[C@H](OC(=O)n1ccnc1)[C@@H]1O[C@@]2(C)CCC[C@@H]1O2
 : -1%	-1	13%	0%	-15	-2	4%	.	.	.
- COc1cc(C(=O)NCC2CCCCC2)ccc1OCc1c(C)noc1C
 : -3%	14	9%	1%	-6	-5	-3%	.	.	.
- CCn1ccnc1CN(C)Cc1cn(C)nc1-c1ccccc1F
 : 1%	-2	-3%	2%	i	-7	-4%	-1%	-21%	1
- Cn1c(SCC(=O)N2CCCC2)nnc1-c1cnccn1
 : 5%	-9	2%	-4%	-7	5	-1%	5%	-2%	1
- CCc1cc(=O)oc2c3c(cc(OCC(=O)NCCN4CCOCC4)c12)OC(C)(C)CC3
 : -1%	-7	7%	1%	-2	-10	3%	.	4%	0
- COc1ccc(CCC(C)NCC(C)c2ccccc2)cc1 (stereo not drawn)
 : .	-18	4%	-1%	22	7	-6%	-2%	19%	2
- CCC(OC(=O)c1nsc(Cl)c1Cl)C(=O)NCC1CCCO1 (stereo not drawn)
 : 2%	1	3%	0%	-4	18	-3%	-3%	3%	-3

# Compound activity from PubChem BioAssay.
